Pol III holo inh: blocks replication by bacterial DNA polymerase III holoenzyme; reconstituted DNA polymerase III holoenzyme replication, biochemical; Potency, µM (top dose mostly 57.1 µM), for the others: at the top dose activity change, negative = inhibition; 0.25% of 71,000 active; AID 603; further: potency means the concentration at half of the fitted maximal effect; on the % scale 0 is the no-effect control and ±100 the full control effect
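Reconstituted *E. coli* holoenzyme (0.35 nM Pol III, 1 nM beta, 154 nM SSB, 2 nM primase) was preincubated with compound for 15 min at RT. Synthesis on 1.4 nM ssM13Gori ran 35 min, then was stopped with PicoGreen/EDTA and read as dsDNA fluorescence.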
Epigenetic mod: derepresses silenced GFP locus in mouse C127i cells; mouse C127i GFP locus derepression, cytometry, 30 h; 0.09% of 68,000 active; Potency, µM (doses to about 46.1 µM), for inactives: at the highest dose GFP derepression (activation); further: % of control where 0% means no effect
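Locus derepression in mouse mammary C127i cells whose integrated CMV-GFP reporter is normally silent; GFP expression after 30 h compound treatment was quantified by counting fluorescent cells.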
ERK AVP block: blocks ERK signaling stimulated by vasopressin | HEK293-V1b, vasopressin-stimulated pERK AlphaScreen | Potency, µM (highest dose often 57.5 µM), without a hit: top-dose activity, negative = inhibition, hits mostly inhibitors | 0.99% of 72,000 active; further: potency means the concentration at half of the fitted maximal effect; on the % scale 0 is the no-effect control and ±100 the full control effect; nearly all actives have a fitted effect of over 55% in size
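qHTS, compounds titrated on V1b-expressing HEK293 cells. Preincubation 30 min at 37C, vasopressin 25 nM for 5 min, lysis 10 min, bead incubation 5 hr at room temperature.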
HADH2 inh: inhibitors of human HADH2 dehydrogenase; recombinant HADH2, NADH fluorescence, beta-hydroxybutyryl-CoA; Potency, µM (titrated, usually from 57.1 µM), without a hit: top-dose activity change, negative = inhibition, actives largely listed as inhibitors; 3.4% of 73,000 active; AID 886; further: potency means the concentration at half of the fitted maximal effect; on the % scale 0 is the no-effect control and ±100 the full control effect; nearly all actives have a fitted effect of over 60% in size; many of its hits are not listed in these tables
Target sequence (Q99714 whole entry, looked up, one chain of several): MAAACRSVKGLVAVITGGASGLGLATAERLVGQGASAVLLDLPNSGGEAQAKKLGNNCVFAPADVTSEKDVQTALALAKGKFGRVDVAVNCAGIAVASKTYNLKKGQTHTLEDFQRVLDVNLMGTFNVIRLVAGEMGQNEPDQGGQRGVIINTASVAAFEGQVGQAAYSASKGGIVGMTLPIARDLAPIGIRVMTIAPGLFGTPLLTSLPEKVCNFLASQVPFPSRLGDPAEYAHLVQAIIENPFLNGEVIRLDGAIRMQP
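NADH fluorescence (ex 360/em 450 nm) read every 30 s for 4 min; activity taken as last-minus-first time point difference. Enzyme 20 nM, NAD+ 1 mM, beta-hydroxybutyryl-CoA 90 uM, pH 9.0 Tris buffer.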
HBB splice mod: alters splicing of the hemoglobin beta chain | Potency, µM (doses to about 46.1 µM), for inactives: at the top dose activation, actives largely listed as activators | 0.06% of 65,000 active | HBB splicing reporter cell assay, activation; EGFP reporter with mutant IVS2-654 intron; response scale: normalised to 500 nM splice-correcting PNA; further: potency means the concentration at half of the fitted maximal effect; 0% is about no effect
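HeLa cells stably expressing EGFP interrupted by mutant beta-globin intron 2 (IVS2-654), 500/well in 2% FCS. Treated with compound for 2 days at 37C. Splicing correction scored as total well GFP intensity (488 nm excitation, 500-520 nm emission); 500 nM antisense PNA served as control.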
UbGFP stabilizer: inhibits proteasome, raising ubiquitin-GFP reporter fluorescence; Potency, µM (titrated, usually from 45.9 µM), without a hit: top-dose activation (GFP accumulation), hits mostly activators; 67,000 tested, under 10 active; Ubiquitin-GFP reporter cells, proteasome inhibition, GFP fluorescence; response scale: untreated = 0%, 10 µM MG-132 = 100%; active means well fitted activation curve with a large enough effect, not every such curve was filed as active; inconclusive means small, poorly fitted or top-dose-only effect, or another doubt; inactive means no such curve, though single readings can be large or run the other way; further: potency means the concentration at half of the fitted maximal effect
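U2OS cells expressing ubiquitin(G76V)-GFP, seeded overnight in 0.5% FBS medium, then treated 4 hr at 37 C across 46 uM to 2.9 nM. GFP-positive cells counted by laser cytometry (488 ex/515 em); %activity scaled between basal and 10 uM MG-132.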
Hsp90 Hop PPI: changes Hsp90-Hop TPR2A binding signal, up or down; Potency, µM (titrated, usually from 57 µM), inactives show top-dose activity change, negative = inhibition; 0.44% of 71,000 active; AlphaScreen TPR2A-His6 binding biotin-Hsp90 C-terminal peptide; active means well fitted curve in either direction with a large enough effect; inconclusive means small, poorly fitted or top-dose-only effect, or another doubt; further: potency means the concentration at half of the fitted maximal effect; on the % scale 0 is the no-effect control and ±100 the full control effect; many of its hits are not listed in these tables
CRE Fsk mod: alters forskolin-stimulated CRE reporter signaling in CHO cells. CHO CRE-bla reporter (cAMP response element driving beta-lactamase), forskolin EC10, beta-lactamase ratio. Potency, µM (series often up to 38.2 µM), without a hit: at the highest dose activity change, negative = inhibition, usual class: activators. 2.5% of 71,000 active. AID 662; active means well fitted activation curve with a large enough effect in the signal ratio, with a control signal flat, not every such curve was filed as active; inconclusive means small, poorly fitted or top-dose-only effect, or effect the other way, or a change in a side signal; the % refers to the signal ratio; further: potency means the concentration at half of the fitted maximal effect; % of control where 0% means no effect
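qHTS titration format; CRE-bla CHO reporter; stimulus EC10 NKH 477, a water-soluble forskolin. Read: CCF4 460/530 nm ratio. Potency expressed as AC50 for activators or inhibitors.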
Tau fil binding: tau filament binding; P10636; recombinant tau filaments, thioflavin S fluorescence, 15 h; filaments grown with octadecylsulfate alongside compound; 2% of 71,000 active; Potency, µM (doses to about 57.1 µM), for the others: at the top dose activity change, negative = inhibition;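 further: potency means the concentration at half of the fitted maximal effect; on the % scale 0 is the no-effect control and ±100 the full control effect; actives lower thioflavin S fluorescence by blocking filaments or displacing dye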
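Tau 2 uM in ThS buffer dispensed; compound added; 60 uM ODS added (finals 1 uM tau, 30 uM ODS); 15 h 37 C; fluor ex450/em510.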
15-hLO inh: blocks human 15-lipoxygenase activity; purified 15hLO-1, xylenol orange hydroperoxide absorbance; Potency, µM (titrated, usually from 57.1 µM), for the others: at the top dose activity change, negative = inhibition, actives largely listed as inhibitors; 1.4% of 74,000 active; further: potency means the concentration at half of the fitted maximal effect; on the % scale 0 is the no-effect control and ±100 the full control effect; nearly all actives have a fitted effect of over 55% in size
Target sequence (P16050 whole entry, looked up): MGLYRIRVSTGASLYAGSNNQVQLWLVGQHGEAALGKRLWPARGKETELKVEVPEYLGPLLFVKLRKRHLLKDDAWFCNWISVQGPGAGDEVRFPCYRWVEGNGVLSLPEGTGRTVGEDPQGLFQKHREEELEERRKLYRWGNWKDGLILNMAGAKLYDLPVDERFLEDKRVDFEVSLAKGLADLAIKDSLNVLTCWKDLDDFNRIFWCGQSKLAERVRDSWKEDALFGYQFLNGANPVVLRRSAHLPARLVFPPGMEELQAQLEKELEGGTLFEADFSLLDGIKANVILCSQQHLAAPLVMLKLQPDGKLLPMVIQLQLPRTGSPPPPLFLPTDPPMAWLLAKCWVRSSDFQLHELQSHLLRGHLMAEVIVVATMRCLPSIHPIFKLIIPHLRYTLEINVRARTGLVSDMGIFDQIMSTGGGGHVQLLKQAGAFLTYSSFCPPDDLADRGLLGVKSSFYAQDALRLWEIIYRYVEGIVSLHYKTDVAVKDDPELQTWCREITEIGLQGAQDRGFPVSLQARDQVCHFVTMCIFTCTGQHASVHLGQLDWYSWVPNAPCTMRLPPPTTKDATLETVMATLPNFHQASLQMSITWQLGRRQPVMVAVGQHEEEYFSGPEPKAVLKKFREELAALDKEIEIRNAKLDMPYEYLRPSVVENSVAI
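Inhibition is scored from a chromogenic endpoint. After 15 min enzyme-compound contact, arachidonic acid (50 uM final) reacts 6 min with 40 nM 15hLO-1 at room temperature, then Fe-XO reagent is added for 30 min and absorbance ratio recorded.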
Luciferase inh: firefly luciferase inhibition; purified firefly luciferase, luminescence, 8 min; Potency, µM (series often up to 57.1 µM), inactives show top-dose activity change, negative = inhibition, usual class: inhibitors; 2.2% of 72,000 active; AID 411; further: potency means the concentration at half of the fitted maximal effect; on the % scale 0 is the no-effect control and ±100 the full control effect; nearly all actives have a fitted effect of over 40% in size
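Luminescence read-out after 8 min at room temperature; enzyme reaction used luciferin plus 10 uM ATP (linear range) in imidazole buffer pH 7.2 with KCl, MgCl2, Tween 20 and BSA. Each sample was run as a titration.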
Numbers without * were called inactive; i = inactive; u = inconclusive; x = no result given; [ ] = remark or other dose. Unless noted, the call rests on the fitted dose curve; in most records, active means well fitted curve in the direction sought with a large enough effect; inconclusive means small, poorly fitted or top-dose-only effect, or another doubt; inactive means no such curve, though single readings can be large; an effect the other way counts as inactive or inconclusive.

SMILES	Pol III holo inh	Epigenetic mod	ERK AVP block	HADH2 inh	HBB splice mod	UbGFP stabilizer	Hsp90 Hop PPI	CRE Fsk mod	Tau fil binding	15-hLO inh	Luciferase inh
CCN(C(=O)COc1ncnc2ccc(Br)cc12)C1CCS(=O)(=O)C1 (centres undefined)	-3%	0%	-11%	14%	-0.7%	-3%	-6%	-4%	-1%	-1%	2%
N#Cc1nc(COc2ccc(F)cc2)oc1NCCN1CCOCC1	-4%	-2%	2%	-5%	x	-3%	-1%	4%	8%	2%	-3%
N#CC1=C(C2CC2)CC(c2ccccc2)C(C#N)=C1N (centres undefined)	0%	0%	u	u	-5.0%[57.5 µM]	1%	3%	14%	40%	u	0%
CS(=O)CCC(NS(=O)(=O)c1ccccc1)C(=O)O (centres undefined)	-4%	6%	-3%	8%	1.2%	-4%	-5%	3%	0%	3%	2%
COC(=O)N1CCC2(CCCN(c3cccc(-c4ccccc4)c3)C2)CC1	-6%	-2%[9.22 µM]	-12%	1%	4.4%	2%	-1%	-3%	4%	-3%	1%[11.4 µM]
CCc1ccc(-c2nc(CN3CCC(C(=O)N4CCN(c5ccccc5)CC4)CC3)c(C)o2)cc1	4%	2%	3%	2%	3.3%[1.84 µM]	2%	-6%	u	47%	0%	-2%
COc1cc(C)nc(N2CCCC(C(=O)NC3CCC(C)CC3)C2)n1 (centres undefined)	-6%	8%	-6%	4%	-0.2%[57.5 µM]	-1%	-1%	-2%	1%	0%	1%
C(=C/c1ccccc1)/c1ccccc1	-5%	x	-6%	5%	0.2%	x	0%	-5%	9%	0%	x
COc1ccccc1-c1nnc2sc(-c3cnccn3)nn12	-1%	-3%	-18%	u	-1.3%	2%	-10%	u	-16%	-26%	2%
O=C(Nc1ccc2c(c1)OCO2)N1CCN(C(=O)C2CCCO2)CC1 (centres undefined)	1%	-1%	-11%	1%	1.0%	-7%	-3%	u	-6%	-3%	-1%
CCCOCCOC(=O)c1[nH]c2c(c1C)C(=O)CC(c1cc(OC)ccc1OC)C2 (centres undefined)	0%	-2%	-27%	9%	1.8%	0%	-1%	2.5µM*	i	-8%	-3%
COc1cccc(C2=NOC(C(=O)N3CCN(Cc4ccccc4)CC3)C2)c1OC (centres undefined)	-2%	6%	-1%	-2%	-5.3%	-10%	-4%	14%	0%	2%	2%
N#Cc1cccc(-c2nc(Nc3ccncc3)c3ccccc3n2)c1	-18%	6%[9.22 µM]	-15%	22%	-0.5%	-2%	0%	u	112%	-24%	1%[2.29 µM]
COc1ccc(NC(=O)C2CCN(c3cc(-c4ccccc4)nc4ncnn34)CC2)cc1OC	-3%	-3%	-14%	1%	x	-2%	-6%	-6%	-7%	2%	-3%
O=c1c(-c2ccc3c(c2)OCCO3)coc2cc(O)cc(O)c12	6%	-2%	u	-20%	-0.4%	4%	-10%	2%	-8%	16µM*	u
CCOC(=O)C1CCN(C(=O)COc2ccc(Br)cc2)CC1	0%	-4%	6%	10%	-2.2%	1%	4%	-4%	-11%	-1%	-1%
Cc1ccc(N2CCN(C(=O)c3ccccc3)CC2)c(C)c1	1%	3%	5%	11%	-1.1%	-4%	1%	5%	3%	-8%	-1%
Cc1ccc(-c2noc(CCCC(=O)N3CCOCC3)n2)cc1	-7%	-2%	-4%	9%	-2.3%[57.5 µM]	1%	-7%	4%	-2%	7%	-7%
CCOC(=O)CN(C(=O)CSc1nnc2c(n1)[nH]c1ccccc12)c1ccccc1	-4%	-1%	-7%	7%	x	-1%	-6%	u	162%	-14%	1%
O=C1NC2(CCOc3ccccc32)C(=O)N1CC(=O)N(Cc1ccccc1)C1CCS(=O)(=O)C1 (centres undefined)	5%	0%	20%	0%	-1.6%	4%	4%	-19%	-2%	-5%	-3%
CCOC(=O)CSc1nc(C)cc(=O)[nH]1	3%	3%	-17%	-9%	-0.8%	-2%	0%	1%	-2%	0%	0%
Cc1ccccc1Cn1nc(C)c(NC(=O)c2noc3c2CCCC3)c1C	-7%	7%	11%	-6%	1.6%	6%	1%	-2%	1%	1%	3%
CCn1c(SCC(=O)Nc2ccc3c(c2)OCCO3)nc2c(c1=O)SC(C)C2 (centres undefined)	0%	3%	13%	1%	-1.6%	9%	-6%	u	54%	3%	-4%
COc1cccc(N2C(=O)C(CC(=O)Nc3ccccc3)N(C3CCCCC3)C2=O)c1 (centres undefined)	-5%	1%	17%	8%	4.3%	-1%	-3%	u	14%	1%	2%
Cc1ccccc1Cn1nc(C)c(NC(=O)c2cc3nc(-c4ccco4)cc(C(F)(F)F)n3n2)c1C	0%	-3%	-15%	16%	x	-2%	-11%	2.5µM*	7.9µM*	u	1%
O=C(CCCn1c(=S)[nH]c2ccccc2c1=O)NC1CCCC1	-5%	0%	-16%	u	2.6%	7%	-5%	-6%	-1%	-14%	4%
CC(C)CNS(=O)(=O)c1ccc(CCC(=O)NCc2ccco2)cc1	3%	0%	-4%	u	-0.2%	7%	-7%	-28%	-24%	-4%	1%
O=C(Nc1ccc(Br)c(Cl)c1)C1CC1	-1%	2%	-13%	-2%	-2.0%	4%	1%	-4%	-6%	u	1%
NC(=O)c1cc(N2C(=O)C3CC=CCC3C2=O)ccc1N1CCCCC1 (centres undefined)	6%	5%	0%	2%	-3.7%	0%	0%	3%	0%	5%	1%
CCCn1c(N2CCN(S(=O)(=O)Cc3ccccc3)CC2)nc2ccccc21	-8%	-1%	24%	15%	x	7%	3%	2%	5%	-6%	5%
O=C(c1cnccn1)N1CCC2(CCCN(c3cccc(-c4ccccc4)c3)C2)CC1	8%	0%[9.22 µM]	-11%	4%	9.2%	2%	-24%	u	3%	-17%	1%[11.4 µM]
Cc1cc(C(=O)Nc2ccc(C(=O)O)cc2)c(-c2ccccc2)o1	-4%	0%	u	-16%	-1.1%[57.5 µM]	3%	-4%	u	-4%	2%	-2%
COc1ccc(C(=O)[C@H](Br)[C@H](Br)C(=O)O)cc1	-13%[11.4 µM]	0%[9.22 µM]	-18%[11.5 µM]	-8%[11.4 µM]	2.5%[9.22 µM]	-2%[9.17 µM]	1%[11 µM]	-8%[7.6 µM]	-2%[11.4 µM]	-2%[11.4 µM]	1%[11.4 µM]
COCCn1c(C2CCCCC2)nc2sc3ccccc3c(=O)c2c1=O	-1%	4%	-5%	2%	-1.7%[0.369 µM]	-4%	-1%	-1%	u	-13%	1%
CCN(CC)c1ccc(C(=O)Nc2cccc(F)c2)cc1	-2%	-2%	u	u	-1.2%[9.22 µM]	-9%	0%	-5%	-5%	-24%	10µM*
c1cncc(-c2noc(-c3ccco3)n2)c1	4%	0%	-18%	-3%	-2.1%	-4%	-2%	10%	-18%	8%	-12%
CCOC(=O)Cn1nc(-c2ccc(C)cc2)ccc1=O	-8%	0%	-16%	11%	-2.9%[57.5 µM]	-8%	-4%	-2%	-3%	5%	-3%
c1nc2sc3c(c2c2nnnn12)CCCC3	-5%	-1%	u	u	-0.8%	-1%	u	u	6%	-33%	-2%
C=CCn1c(=O)c(C(=O)Nc2ccccc2O)c(O)c2ccccc21	3%	-3%	-5%	41%[activator]	x	1%	0%	u	6%	-7%	3%
O=C(c1ccc(S(=O)(=O)N2CCOCC2)cc1)N1CCN(c2ccccc2)CC1	5%	0%	5%	6%	-5.5%	0%	-1%	-1%	12%	0%	0%
CCCn1c(SCC(=O)N2CCCC2)nc2c1c(=O)n(C)c(=O)n2C	2%	-2%	-23%	2%	x	-2%	1%	u	-1%	7%	3%

Grouped by structure, those above containing two or more sulfur atoms.
SMILES	Pol III holo inh	Epigenetic mod	ERK AVP block	HADH2 inh	HBB splice mod	UbGFP stabilizer	Hsp90 Hop PPI	CRE Fsk mod	Tau fil binding	15-hLO inh	Luciferase inh
CS(=O)CCC(NS(=O)(=O)c1ccccc1)C(=O)O (centres undefined)	-4%	6%	-3%	8%	1.2%	-4%	-5%	3%	0%	3%	2%
CCn1c(SCC(=O)Nc2ccc3c(c2)OCCO3)nc2c(c1=O)SC(C)C2 (centres undefined)	0%	3%	13%	1%	-1.6%	9%	-6%	u	54%	3%	-4%

Screening results from PubChem BioAssay.

A portion of the library; rates above refer to the full screens.
